# Bioassay records (PubChem)
# Kir21 block: inhibitors of mouse Kir2.1 inward-rectifier potassium channel; Inward rectifier potassium channel 2 (Mus musculus), P35561; HEK293-Kir2.1, FluxOR thallium flux fluorescence; stronger effect = lower value; B-score at 10 µM; 0.85% of 310,000 active;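 active = fluorescence ratio B-score at or below minus 3 SD of library scores, with starting-brightness B-score within 2 SD, cut at about -4.2 in these data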;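 also: channel flux triggered by added potassium and thallium sulfate stimulus; B-score of peak minus minimum fluorescence over baseline after thallium stimulus; more negative B-score means stronger Kir2.1 block with less thallium influx; some compounds called inactive have numbers as strong as hits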
# Target sequence (P35561 whole entry, looked up): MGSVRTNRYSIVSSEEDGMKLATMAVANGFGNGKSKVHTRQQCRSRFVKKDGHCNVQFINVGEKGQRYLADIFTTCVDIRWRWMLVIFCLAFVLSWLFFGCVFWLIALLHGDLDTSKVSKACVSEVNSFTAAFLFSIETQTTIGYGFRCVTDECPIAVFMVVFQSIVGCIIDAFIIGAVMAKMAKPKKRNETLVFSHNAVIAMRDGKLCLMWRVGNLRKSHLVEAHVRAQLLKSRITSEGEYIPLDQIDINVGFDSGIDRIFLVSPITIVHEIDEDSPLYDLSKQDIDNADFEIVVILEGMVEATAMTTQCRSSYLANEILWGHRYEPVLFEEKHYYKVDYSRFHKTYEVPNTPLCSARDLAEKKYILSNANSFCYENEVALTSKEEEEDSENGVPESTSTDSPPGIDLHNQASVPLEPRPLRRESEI
# CHT block: inhibitors of human choline transporter CHT; High affinity choline transporter 1 (Homo sapiens), Q9GZV3; CHT-expressing cells, membrane potential dye, choline response; stronger effect = lower value; B-score at 10 µM; 0.86% of 310,000 active;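 active = B-score over 3 SD under the library average, and starting fluorescence ratio not unusually high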;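 also: choline stimulus applied at its EC90 after an EC20 pre-addition; B-score computed on integrated fluorescence ratio after choline addition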
# Target sequence (Q9GZV3 whole entry, looked up): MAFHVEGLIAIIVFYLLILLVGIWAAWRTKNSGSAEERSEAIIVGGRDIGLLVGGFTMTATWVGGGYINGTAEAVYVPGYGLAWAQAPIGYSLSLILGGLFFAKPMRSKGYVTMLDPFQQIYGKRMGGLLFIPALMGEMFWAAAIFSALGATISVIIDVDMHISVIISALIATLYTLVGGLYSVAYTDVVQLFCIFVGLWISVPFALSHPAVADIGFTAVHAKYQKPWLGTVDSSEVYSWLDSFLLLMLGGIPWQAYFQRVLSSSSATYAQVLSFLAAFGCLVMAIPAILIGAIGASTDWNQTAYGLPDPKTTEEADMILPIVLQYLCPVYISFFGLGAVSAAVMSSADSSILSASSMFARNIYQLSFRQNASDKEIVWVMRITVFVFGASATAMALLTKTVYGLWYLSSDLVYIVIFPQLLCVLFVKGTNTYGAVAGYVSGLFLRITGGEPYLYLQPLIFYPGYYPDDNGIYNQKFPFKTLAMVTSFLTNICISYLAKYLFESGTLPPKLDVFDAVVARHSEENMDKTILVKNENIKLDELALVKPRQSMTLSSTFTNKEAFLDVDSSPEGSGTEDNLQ
# KCNQ2 inh: KCNQ2 potassium channel inhibitors, primary screen, cell-based, CHO-K1, FluxOR thallium flux, B-score (AID 2156). 20 min; stronger effect = lower value. B-score at 10 µM. 1.1% of 310,000 active;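 active = fluorescence ratio B-score at most minus 3 library SDs, with starting brightness B-score within 2 library SDs, cut at about -5.5 in these data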
# * = called active by the depositor; i = inactive.
Compound	Kir21 block	CHT block	KCNQ2 inh
Cc1nn(CC(O)Cn2cnc3c2c(=O)n(C)c(=O)n3C)c(C)c1Br (configuration not stated)	-0.21	i	i
CC1=CC(C)(C)N2C(=O)C3(SCC(=O)N3c3ccc(O)cc3)c3cc(C)cc1c32 (configuration not stated)	-1.7	i	i
COc1cc(OC)cc(C(=O)Nc2ncc3c(n2)CC(C)CC3=O)c1 (configuration not stated)	0.07	i	i
O=C(Cc1c[nH]c2ccccc12)NCc1ccco1	-1.1	i	i
CCOC(=O)c1cc(-c2ccc(OC)cc2)nn1-c1ccccc1C(=O)O	-0.52	i	i
Cc1cc(NC(=O)c2cccc(Br)c2)n[nH]1	2.5	i	i
C/C(=N\NC(=O)c1c[nH]c2ccccc12)c1ccccn1	-1.2	i	i
COc1cc(/C=C2\C(=O)NN(c3ccc(C)cc3)C2=O)cc([N+](=O)[O-])c1O	0.61	i	i
CN1CCC(=NNC(=O)CN(c2ccc(Oc3ccccc3)cc2)S(C)(=O)=O)CC1	0.86	i	i
CCCCCCCNC(=O)C1(CC2CC(c3cccc(Br)c3)=NO2)CCN(C(=O)c2ccccc2)CC1 (configuration not stated)	0.2	i	i
O=C(NC1CCC(O)CC1)c1cc(-c2ccco2)nc2ccccc12 (configuration not stated)	0.88	i	i
CCc1nnc(NS(=O)(=O)c2ccc(NC(=O)c3ccco3)cc2)s1	0.64	i	i
Cc1ccc(C2(CCNCc3ccc(N(C)C)cc3)CCOC(C(C)C)C2)cc1 (configuration not stated)	-4.7*	i	i
OCCCc1nc2n(n1)C(c1ccccc1)C=C(c1ccc(F)cc1)N2 (configuration not stated)	-0.92	i	i
COc1ccc(OC)c(C2=Nn3c(nnc3-c3cccc(OC(C)C)c3)SC2)c1	1.5	i	i
O=C(O)c1cccc(S(=O)(=O)N2CCC(Cc3ccccc3)CC2)c1	-0.84	i	i
Cn1c(=O)c2c(nc(Oc3ccc4ccccc4c3)n2C)n(C)c1=O	0.87	i	i
Cc1ccc(C(=O)NC(=O)CSc2nnc(C)s2)cc1	-0.98	i	i
COCCC(=O)Nc1ccc2c(c1)CN(C(=O)c1ccc(CSC)o1)CC2	1.5	i	i
CC(=O)C1=C(C)NC(SCC(N)=O)=C(C#N)C1C (configuration not stated)	1.5	i	i
COC(=O)c1[nH]c2ccc(C)cc2c1NS(=O)(=O)c1ccc(F)cc1	-5.3*	i	i
Cc1ccc(NC(=O)c2cc(=O)n(Cc3ccccc3)c(=O)[nH]2)cc1C	-0.03	i	i
COc1ccc(NC(=O)c2cccn(CC=C(C)C)c2=O)cc1	1.1	i	i
CS(=O)(=O)N1CCN(C(=O)Cc2ccccc2Cl)CC1	-0.14	i	i
Cc1nn(-c2ccccn2)c2c1-c1nc(N3CCOCC3)ncc1CC2	-0.01	i	i

# Next section, starting with the last 4 of the part before.
Compound	Kir21 block	CHT block	KCNQ2 inh
Cc1ccc(NC(=O)c2cc(=O)n(Cc3ccccc3)c(=O)[nH]2)cc1C	-0.03	i	i
COc1ccc(NC(=O)c2cccn(CC=C(C)C)c2=O)cc1	1.1	i	i
CS(=O)(=O)N1CCN(C(=O)Cc2ccccc2Cl)CC1	-0.14	i	i
Cc1nn(-c2ccccn2)c2c1-c1nc(N3CCOCC3)ncc1CC2	-0.01	i	i
Cc1cccc(NC(=O)Nc2nnc(-c3ccccc3)o2)c1	1.9	i	i
CCCN(CCC)C(=O)CC(c1ccccc1)C1CCOC(C)(C)C1 (configuration not stated)	-0.59	i	i
CCCCN(CCCC)CC(O)Cn1c2ccccc2c(=O)c2ccccc21 (configuration not stated)	0	i	i
CCCc1ccc2oc(C(=O)NCc3nnc(C)o3)c(C)c2c1	0.26	i	i
COc1ccc(NC(=O)CN2C(=O)C(C)Oc3ccc(C)cc32)cc1 (configuration not stated)	0.01	i	i
Cc1ccc(C)c(NC(=S)NNC(=O)c2sccc2C)c1	-0.87	i	i
COC(=O)/C=C1\SC(N)=NC1=O	0.79	i	i
CCN(C(=O)c1cccs1)c1nnc(-c2ccncc2)s1	1.2	i	i
O=C(O)CCC(=O)NNC(=O)CCCOc1ccc(Cl)cc1Cl	0.27	i	i
COC(=O)CSc1nc2c(c(=O)n(C)c(=O)n2C)n1CCC(C)C	1.8	i	i
O=C(Nc1ccc(Cl)cc1)NC1(C(=O)NCCCN2CCOCC2)CCCCC1	1.5	i	i
COc1cc2[nH]c(Cl)c([N+](=O)[O-])c2cc1OC	-0.07	i	i
O=C(O)C1C2C=CC(C2)C1C(=O)NCc1ccccn1 (configuration not stated)	1.9	i	i
CCCCN(C)C(=O)C1CCC(CNS(=O)(=O)c2ccc3c(c2)CC(C)N3C(=O)C2CC2)CC1 (configuration not stated)	-1.1	i	i
CC(C(=O)O)n1cnc2sc3c(c2c1=O)CCCC3 (configuration not stated)	-0.57	i	i
CCOC(=O)C1=C(C)Nc2nc(C)nn2C1c1ccc(OCC)c(OC)c1 (configuration not stated)	0.05	i	i
O=C(c1cc(COc2c(F)cccc2F)on1)N1CCC(c2ccccc2Cl)C1 (configuration not stated)	-0.03	i	i
CCCOc1ccc(/C=N/Nc2ccccn2)cc1OC	0.11	i	i
COc1ccc(Cl)cc1S(=O)(=O)N1CCC(C(=O)NCC2CCCO2)CC1 (configuration not stated)	-0.5	i	i
COc1ccc(S(=O)(=O)N(CC(=O)N/N=C/c2cccs2)c2ccc(C)cc2)cc1OC	0.66	i	i
CN(CC(=O)Nc1ccccc1C(=O)N1CCCC1)S(=O)(=O)c1ccc(Cl)cc1	0.88	i	i
Cc1ccc(Cn2c(=O)c3c(ncn3C)n(C)c2=O)cc1	1.1	i	i
O=C(NCC1CCCO1)c1ccc(COc2ccc(F)cc2)o1 (configuration not stated)	-0.87	i	i
COc1ccc(OC)c(-c2csc(NC(=O)Cc3ccccc3F)n2)c1	-1.5	i	i
O=C(COC(=O)[C@H](Cc1ccccc1)NC(=O)c1ccco1)NCc1ccccc1	-1.2	i	i
CC[C@@H](C)C(NC(=O)OC(C)(C)C)c1cn([C@@H](Cc2cc3ccccc3[nH]2)C(=O)N2CCN(C(=O)OC(C)(C)C)CC2)nn1 (some centres not stated)	1.1	i	i
CC(CCc1ccco1)NC(=O)CCc1nnc2ccc(NCc3ccccc3)nn12 (configuration not stated)	0.57	i	i
Cc1cc(NC(=O)CSc2nc3ccccc3n2CC(C)C)no1	-1.4	i	i
COCCCNC(=S)N1CCN(S(=O)(=O)c2ccc(OC)cc2)CC1	-0.44	i	i
CCCCOC(=O)c1sc2nc(N3CCOCC3)c3c(c2c1N)CC(C)(C)OC3	-0.35	i	i
Cc1c(NC(=O)CSC2=C(C#N)C(c3ccccc3F)CC(=O)N2)c(=O)n(-c2ccccc2)n1C (configuration not stated)	0.16	i	i
Cc1ccc(-c2nnc(N3CCN(C(=O)CN4C(=O)c5ccccc5C4=O)CC3)c3ccccc23)cc1	-0.68	i	i
CC(C)Cn1c(N)c(C(=O)CSc2nc3ccccc3c(=O)n2CCCN2CCOCC2)c(=O)n(C)c1=O	0.75	i	i
O=C(O)C1CCN(c2nc(-c3ccccc3)c3cc(Br)ccc3n2)CC1	-0.25	i	i
CCCC(=O)Nc1cccc(C(=O)Nc2ccccc2OCC)c1	0.15	i	i
Cc1ccccc1CN(C)C(=O)COC(=O)CSc1ccc([N+](=O)[O-])cc1	1.7	i	i
Cc1nnc(SCCC(C)C)[nH]c1=O	1.7	i	i
CC(C)Cn1c(=O)c2ccccc2n2c(CCC(=O)NCC3CCCO3)nnc12 (configuration not stated)	-0.12	i	i
Cc1cc(NC(=O)CN2CCC(n3nnc4cc(C(F)(F)F)ccc43)CC2)no1	-0.13	i	i
Cc1nc2sc(C(=O)O)c(N)c2c2c1COC(C)(C)C2	0.39	i	i
COC(=O)C1=CN(c2ccc(F)cc2)C=C(C(=O)OC)C1c1cccc([N+](=O)[O-])c1	-0.48	i	i
COCCNc1nc(SC)nc2sc3c(c12)CCN(C)C3	0.96	i	i
COc1cccc(-c2nc3n(n2)C(c2cccs2)C(C(=O)Nc2cccnc2)=C(C)N3)c1 (configuration not stated)	-0.88	i	i
O=C1[C@H]2[C@@H](c3ccc(Cl)cc3)N3C(=O)N(c4cccc(Br)c4)C(=O)[C@@]3(Cc3ccc(Cl)cc3)[C@H]2C(=O)N1C1CCCCC1	-0.11	i	i
O=C(O)c1ccccc1SCC(=O)N1CCc2ccccc21	-0.14	i	i
Cc1ccc(C)c(NS(=O)(=O)c2cc(C(=O)N3CCCC3)ccc2Cl)c1	0.45	i	i
CCN(CC)CCNC(=O)c1ccc(NC(=O)c2ccc(F)cc2F)cc1	-0.59	i	i
COc1ccccc1-c1nnc(NC(=O)c2ccc(S(=O)(=O)N(C)C)cc2)o1	1.5	i	i
CCC1CCC2(CC1)SCC(=O)N2c1ccccc1 (configuration not stated)	0.01	i	i
Cc1ccc(C(=O)C[n+]2ccc(-c3nnc4n3CCC4)cc2)cc1	-0.3	i	i

# The list goes on.
Compound	Kir21 block	CHT block	KCNQ2 inh
O=C(On1c(-c2ccccc2)nc2ccccc2c1=O)c1ccco1	-3.9	-9.7*	i
CC(C)n1c(SCC(=O)N2CCN(C(=O)c3ccco3)CC2)nc2c1c(=O)n(C)c(=O)n2C	-0.41	i	i
Cc1ccc(C2CN=NC23CCc2ccccc2C3=O)cc1 (configuration not stated)	1.7	i	i
CCOC(=O)c1ccc(NC(=O)C2CCN(S(=O)(=O)CC)CC2)cc1	-0.04	i	i
O=C(c1ccccc1Sc1ccc([N+](=O)[O-])cc1Cl)N1CCOCC1	-0.84	i	i
Cc1cc2ncn(C(=O)c3c(-c4ccccc4)noc3C)c2cc1C	0.3	i	i
O=C(COC(=O)c1ccc([N+](=O)[O-])s1)Nc1ccccc1	-0.04	i	i
COCCn1nnnc1C(c1ccccc1OC)N1CCN(C(=O)c2ccco2)CC1 (configuration not stated)	1.7	i	i
COc1ccc(-n2nc(C(=O)N3CCC(C#N)CC3)c3c4ccccc4n(C)c3c2=O)cc1	0.54	i	i
Nc1nnc(CC(=O)N/N=C/c2ccc(-c3ccccc3Cl)o2)s1	-0.78	i	i
CCOC(=O)Cn1nnnc1C(CC)N(Cc1ccccc1)Cc1cc2cc(C)ccc2[nH]c1=O (configuration not stated)	-1.5	i	i
CN(CC(=O)Nc1ccc(Cl)cc1)C(=O)CCc1nc2sc3c(c2c(=O)[nH]1)CCCC3	1.2	i	i
CC(=O)Nc1ccc(S(=O)(=O)Nc2cccc(NC(=O)C(C)(C)C)c2)cc1	1.2	i	i
CCC(C)c1ccc(OCc2ccc(C(=O)OC)o2)cc1 (configuration not stated)	-1.2	i	i
Cc1ccc(C(=O)NC(C)c2ccc(-n3ccnc3)cc2)o1 (configuration not stated)	1.9	i	i
CCOC(=O)C1CCN(C2CCN(C(=O)c3oc4c(F)cccc4c3C)CC2)CC1	0.87	i	i
OC(COCc1ccccc1)CN1CCCC1 (configuration not stated)	0.43	i	i
COC(=O)[C@@H](NC(=O)NCc1ccccc1F)C(C)C	-0.09	i	i
Cc1ccc(NC2CCCN(C(=O)c3ccnc(Cl)c3)C2)cc1C (configuration not stated)	-0.25	i	i
CCOC(=O)Nc1cccc(NC(=O)c2cc(OC)cc(OC)c2)c1	0.87	i	i
COc1ccc(F)cc1S(=O)(=O)Nc1ccc(C)cc1	-1.2	i	i
CS(=O)(=O)c1ccc(NC(=O)CCN2C(=O)C3CC=CCC3C2=O)cc1 (configuration not stated)	-0.51	i	i
COc1ccc(N2CCN(S(=O)(=O)CCNC(=O)C3CCCCC3)CC2)cc1	1.2	i	i
Oc1cccnc1CCc1ccccc1	-0.56	i	i
COc1ccc(NC(=O)COC(C)=O)cc1OC	0.17	i	i

# By substructure, the entries above containing a cyano group
Compound	Kir21 block	CHT block	KCNQ2 inh
CC(=O)C1=C(C)NC(SCC(N)=O)=C(C#N)C1C (configuration not stated)	1.5	i	i
Cc1c(NC(=O)CSC2=C(C#N)C(c3ccccc3F)CC(=O)N2)c(=O)n(-c2ccccc2)n1C (configuration not stated)	0.16	i	i
COc1ccc(-n2nc(C(=O)N3CCC(C#N)CC3)c3c4ccccc4n(C)c3c2=O)cc1	0.54	i	i

# Following part.
Compound	Kir21 block	CHT block	KCNQ2 inh
Cc1cc(NC(=O)c2ccc(C#N)cc2)n(-c2ccccn2)n1	-0.57	i	i
COc1cc(N)n(S(=O)(=O)c2ccc(C)cc2)n1	0.03	i	i
CCCC(=O)N(CCN1CCOCC1)c1nc2c(OC)ccc(C)c2s1	1.1	i	i
O=C(O)COc1ccc(NC(=O)c2ccc(NC(=O)c3ccco3)cc2)cc1	0.54	i	i
COc1ccc(N2C(=NC(=O)C3CCCCC3)SC3CS(=O)(=O)CC32)c(OC)c1 (configuration not stated)	-1.5	i	i
CCOc1ccccc1Oc1c(C)oc2cc(OC(=O)N3CCOCC3)ccc2c1=O	-1.2	i	i

# Individual results from the entries so far.
# CCOc1ccccc1Oc1c(C)oc2cc(OC(=O)N3CCOCC3)ccc2c1=O in Kir21 block has -1.2
# Cc1cc(NC(=O)c2ccc(C#N)cc2)n(-c2ccccn2)n1 in Kir21 block has -0.57
